# High-throughput results deposited in PubChem BioAssay by National Center for Advancing Translational Sciences (NCATS).
# JMJD2E inh – blocks human JMJD2E demethylase activity. AID 2147. actives 1.6% (n = 230,000). Potency, µM (top dose mostly 57.1 µM), inactives show at the top dose activity change, negative = inhibition, most hits filed as inhibitors. B2RXH2. JMJD2E catalytic domain, FDH-coupled NADH fluorescence (FDH is formaldehyde dehydrogenase); active means well fitted inhibition curve with a large enough effect, not every such curve was filed as active; inconclusive means small, poorly fitted or top-dose-only effect, or another doubt; inactive means no such curve, though single readings can be large or run the other way;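 further: 0% = wells with enzyme and -100% = buffer wells without enzyme; nearly all actives have a fitted effect of over 50% in size; many of its hits are not listed in these tables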
# TRb SRC2 PPI – disrupts binding of human TR beta to SRC2; TRbeta-SRC2 peptide binding, fluorescence polarization; receptor liganded with 1 µM T3; AID 1469; actives 0.065% (n = 280,000); P10828; Potency, µM (series often up to 106 µM), inactives show at the top dose activity change, negative = inhibition, usual class: inhibitors;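 further: plate controls were bound peptide for no effect and peptide without receptor for full effect; nearly all actives have a fitted effect of over 50% in size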
#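 Binding of a 20-amino-acid Texas Red SRC2 peptide (20 nM) to TRb ligand-binding domain (0.6 uM) with agonist T3 at 1 uM was followed by fluorescence polarization after a 5 hr room-temperature incubation.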
# RGS12 GoLoco inh – blocks human Gai1 binding to RGS12 GoLoco peptide, red readout. Gai1:RGS12 GoLoco peptide FP, rhodamine, 10 min. P63096. AID 880. Potency, µM (doses to about 61.6 µM), for inactives: top-dose activity, negative = inhibition, actives largely listed as inhibitors. actives 0.44% (n = 230,000); active means well fitted inhibition curve with a large enough effect, not every such curve was filed as active; inactive means no such curve, though single readings can be large or run the other way; further: nearly all actives have a fitted effect of over 30% in size; many of its hits are not listed in these tables
# Tau fibril FP – inhibitors of human tau fibril formation | P10636 | K18 P301L tau heparin fibrillization, Alexa594 FP, 6 h | actives 0.39% (n = 280,000) | AID 1468 | Potency, µM (doses to about 57.7 µM), inactives show top-dose activity, negative = inhibition, usual class: inhibitors; further: nearly all actives have a fitted effect of over 55% in size
# Target sequence (P10636 561-689 P618L limits assumed): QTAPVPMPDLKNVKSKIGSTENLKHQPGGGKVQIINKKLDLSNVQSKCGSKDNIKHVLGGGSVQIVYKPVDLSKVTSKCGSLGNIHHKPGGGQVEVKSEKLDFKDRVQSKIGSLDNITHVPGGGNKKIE
#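 FP of Alexa 594-tau after heparin (20 uM) induction. Substrate: human K18 P301L, 15 uM unlabeled, 0.24 uM labeled. Buffer 100 mM sodium acetate pH 7. 6 hr, 37 C.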
# Tau fibril ThT – inhibitors of human tau fibril formation, thioflavin T binding; recombinant tau K18 P301L (four-repeat tau fragment), heparin-induced fibrillization, ThT fluorescence; Potency, µM (series often up to 57.4 µM), without a hit: top-dose activity, negative = inhibition, actives largely listed as inhibitors; actives 2.1% (n = 270,000); P10636; further: nearly all actives have a fitted effect of over 55% in size
#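 Recombinant human tau K18 fragment […] carrying P301L, 15 uM unlabeled plus 0.24 uM Alexa 594-labeled, was fibrillized with 20 uM heparin in 100 mM sodium acetate pH 7 for 6 hr at 37 C; 30 uM ThT fluorescence read after 1 hr.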
# L3MBTL1 inh – L3MBTL1 (human) inhibition; Potency, µM (highest dose often 57.1 µM), without a hit: top-dose activity, negative = inhibition, actives largely listed as inhibitors; Q9Y468; actives 0.66% (n = 230,000); AlphaScreen L3MBTL1–H3K9me1 peptide binding; further: nearly all actives have a fitted effect of over 60% in size
# Target sequence (Q9Y468 whole entry, looked up): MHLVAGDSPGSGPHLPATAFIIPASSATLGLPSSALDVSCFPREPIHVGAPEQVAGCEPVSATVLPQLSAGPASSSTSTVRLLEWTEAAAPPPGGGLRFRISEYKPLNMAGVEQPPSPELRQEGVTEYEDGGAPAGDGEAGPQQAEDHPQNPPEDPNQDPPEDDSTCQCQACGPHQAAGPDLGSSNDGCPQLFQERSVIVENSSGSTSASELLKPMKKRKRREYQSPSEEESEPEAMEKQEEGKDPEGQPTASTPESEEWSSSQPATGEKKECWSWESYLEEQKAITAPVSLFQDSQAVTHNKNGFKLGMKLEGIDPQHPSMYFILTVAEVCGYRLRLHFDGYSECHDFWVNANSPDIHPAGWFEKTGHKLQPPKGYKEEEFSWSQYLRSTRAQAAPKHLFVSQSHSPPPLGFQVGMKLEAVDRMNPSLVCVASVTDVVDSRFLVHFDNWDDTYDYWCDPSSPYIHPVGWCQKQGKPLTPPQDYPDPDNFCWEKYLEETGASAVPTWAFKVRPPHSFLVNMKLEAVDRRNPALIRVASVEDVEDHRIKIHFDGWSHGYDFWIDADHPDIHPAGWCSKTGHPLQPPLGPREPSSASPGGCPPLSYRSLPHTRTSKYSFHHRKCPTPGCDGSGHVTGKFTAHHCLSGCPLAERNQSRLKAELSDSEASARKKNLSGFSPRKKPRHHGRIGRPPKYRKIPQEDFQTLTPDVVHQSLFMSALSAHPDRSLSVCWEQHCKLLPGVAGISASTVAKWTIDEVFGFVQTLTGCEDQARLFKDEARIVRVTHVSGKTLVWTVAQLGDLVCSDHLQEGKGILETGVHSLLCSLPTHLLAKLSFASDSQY
#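 L3MBTL1 50 nM + b-AHA-H3(1-15)K9me1 75 nM, 30 min RT; compound added, 30 min RT; streptavidin donor/Ni-chelate acceptor beads 10 ug/mL each final, 30 min RT dark; AlphaScreen read.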
# RECQ1 inh – RECQ1 (human) helicase inhibition; RECQ1 DNA unwinding, red fluorescence kinetic read; actives 0.54% (n = 240,000); Potency, µM (series often up to 57.3 µM), inactives show at the highest dose activity, negative = inhibition, usual class: inhibitors; P46063;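 further: plate controls were vehicle for no effect and no enzyme for full effect; nearly all actives have a fitted effect of over 30% in size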
#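 RECQ1T1 50 nM; forked duplex (20 bp + 30-nt ss tails) 200 nM, ATP 2 mM final; pH 8.0, 2 mM MgCl2, 2.5 ug/ml poly(dI-dC); 15 min compound preincubation; discontinuous kinetic read over 2 h at RT.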
# TexasRed fluor – alters Texas Red total fluorescence, flagging assay interference. Potency, µM (titrated, usually from 106 µM), without a hit: top-dose fluorescence change, negative = quenching. TRb/SRC2 Texas Red total fluorescence interference. actives 0.29% (n = 280,000); active means well fitted curve in either direction with a large enough effect; inconclusive means small, poorly fitted or top-dose-only effect
#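 Human TRβ ligand-binding domain (0.6 uM) and Texas Red SRC2 peptide (20 nM) in Tris buffer with 1 uM T3 and 5% DMSO were incubated with pinned compound for 5 hr at ambient temperature. Total fluorescence was computed as S + 2P (555/632 nm).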
# Starred values were filed as active, the others as inactive; i = inactive; ? = inconclusive; · = not tested or not shown; [ ] = another dose, or the depositor's remark. Unless noted, the call rests on the fitted dose curve; in most records, active means well fitted curve in the direction sought with a large enough effect; inconclusive means small, poorly fitted or top-dose-only effect, or another doubt; inactive means no such curve, though single readings can be large; an effect the other way counts as inactive or inconclusive. Unless noted, on the % scale 0 is the no-effect control and ±100 the full control effect; potency means the concentration at half of the fitted maximal effect. Only part of the results is shown; rates above refer to the full screens.
nr	SMILES	JMJD2E inh	TRb SRC2 PPI	RGS12 GoLoco inh	Tau fibril FP	Tau fibril ThT	L3MBTL1 inh	RECQ1 inh	TexasRed fluor
1	CC(=O)S[C@H]1CC2=CC(=O)CC[C@@]2(C)[C@H]2CC[C@@]3(C)[C@H](CC[C@]34CCC(=O)O4)[C@@H]12	5%[25.5 µM]	-6%[53 µM]	-4%[21.6 µM]	·	·	·	i	-7%[53 µM]
2	O=C(CC1C(=O)NCCN1CC1CCCCC1)NCc1ccc(F)cc1F (centres undefined)	1%	6%	19%	7%[2.34 µM]	-7%	6%	21%	-3%
3	O=C(Nc1cccc2ccccc12)NC1Cc2ccccc2C1	?	-2%	-1%	-4%	·	·	i	-2%
4	Cc1ccc(S(=O)(=O)N2CCN(Cc3ccc4c(c3)OCO4)CC2)cc1	·	-12%	·	?	-8%	·	·	-9%
5	CS(=O)(=O)c1nsc2nc(=O)c(/C=C3\C=Nc4ccccc43)c(N)n12	-7%	-2%	14%	0%	?	·	i	-5%
6	CC1(C)C=C(c2ccc(O)cc2)CC(C)(C)N1	0%	-1%	5%	-6%	5%	6%	-3%	0%
7	CC(C)Cn1cc(Cl)c(=O)n(CC(C)C)c1=O	0%	5%	-17%	-11%	-8%	-6%	3%	-1%
8	Cn1c(SCc2ccc3c(c2)OCO3)nnc1-c1ccccc1	1%	-13%	1%	6%	-6%	0%	-2%	-2%
9	COc1cccc(NC(=O)CSCn2nnc3c(=O)[nH]c(Cc4ccc(F)cc4)nc32)c1	·	2%	·	-3%	6%	·	·	3%
10	COC(=O)c1ccc(NC(=O)CCc2c(C)nn(-c3ccc(N4CCCCC4)nn3)c2C)cc1	·	3%	·	9%	?	·	·	0%
11	S=C(NCCCN1CCOCC1)Nc1ccc(Nc2ccccc2)cc1	-8%	0%	7%	5%	?	-15%[11.4 µM]	i	-5%
12	Cn1c(Cn2nnc(-c3ccccc3)n2)nnc1SCc1ccccc1Cl	-7%	-5%	11%	2%	-4%	·	i	-11%
13	O=Cc1cccc(Oc2ccc([N+](=O)[O-])cc2[N+](=O)[O-])c1	-2%	-3%	-4%	1%	?	-8%	i	-4%
14	COc1ccc(C(=O)NCc2nnc(SCC(=O)N3CCOCC3)o2)cc1	10%	-10%	-13%	13%	6%	?	2%	3%
15	O=C1N=C(N2CCCC2)S/C1=C\C=C\c1ccccc1	-28%	3%	19%	-4%	?	-9%	-3%	-10%
16	COc1ccc(Br)cc1CN(C)CC(=O)Nc1c(Cl)cccc1Cl	2%	9%	26%	5%	-2%	3%	-5%	0%
17	C[n+]1cccc(C2C(C#N)=C(N)Oc3c2ccc2ccccc32)c1 (centres undefined)	?	-8%	77%[activator]	-7%	?	39%[activator]	-16%	-5%
18	O=C(CCc1ccccn1)NC1CCCc2c1cnn2-c1ccc(F)cc1F (centres undefined)	?	1%	12%	-5%	-7%	8%	?	-3%
19	Cc1ccccc1Nc1oc(-c2ccccc2)nc1-c1ccccc1	?	12%	-4%	-9%	-10%	·	i	-3%
20	CCC(=O)C1=C(c2ccc(C)cc2)N(C(=O)CC)n2c(nnc2C2CCCCC2)S1	·	2%	·	?	?	·	·	1%
21	Nc1nc(CSC(=S)N2CCN(c3ccccc3)CC2)nc(Nc2ccc(F)cc2)n1	1%	9%	1%	2%	-11%	-14%	1%	1%
22	COc1ccc2c(CNCCc3cccs3)c(C(=O)O)n(Cc3cccc(F)c3)c2c1	·	-6%	·	5%	4%	·	·	-1%
23	O=C(Nc1ccccc1)N1CCN(c2ccccn2)CC1	?	3%	21%	-8%	-16%	1%	-12%	1%
24	C=C(C)COc1ccc(-c2nc(N)ncc2-c2ccc(OC)cc2)c(O)c1	?	3%	14%	-10%	?	-8%	-29%	-2%
25	COC(=O)/C(C#N)=C/N(C)C	5%	1%	-3%	10%	·	·	-1%	-1%
26	Cc1ccc(Cl)cc1NC(=O)c1cccc(NC(=O)N2CCSc3ncccc32)c1	·	7%	·	-9%	-12%	·	·	-3%
27	O=C(COC(=O)c1c(Cl)ccc(Cl)c1Cl)NC1CCS(=O)(=O)C1 (centres undefined)	3%	4%	8%	-7%	1%	9%	i	0%
28	CCc1nn(CC(=O)NCc2ccc(C)cc2)c(=O)c2cc3occc3n12	·	6%	·	3%	5%	·	·	-2%
29	CC(=O)Nc1ccc(-n2nnnc2SCC(=O)Nc2cccc(NC(=O)c3ccco3)c2)cc1	?	15%	34%[activator]	-11%	7%	·	?	-8%
30	O=C(Nc1ccc2nc(SCC(=O)N3CCc4ccccc43)sc2c1)c1ccccc1F	·	3%	·	-2%	-13%	·	·	6%
31	CCc1ccccc1NC(=O)C1CCN(c2nc3ccccc3[nH]2)CC1	·	-6%	·	-1%	-5%	·	·	-1%
32	C=CCOc1ccn(C)c(=O)n1	0%	10%	4%	11%	·	·	-7%	-1%
33	CN(c1ccc(C(=O)Nc2ccccc2Sc2ccccc2)cc1)S(C)(=O)=O	7%	-6%	9%	-4%	1%	5%	-2%	-3%
34	CC(=O)NC(=S)Nc1sc2c(c1C#N)CCCCC2	1%	6%	·	?	?	-2%	-7%	-6%
35	OCCNc1nc(Nc2ccc(Br)cc2)nc2ccccc12	?	-5%	5%	?	-5%	·	-7%	-8%
36	O=C(/C=C/c1ccc(F)cc1)NC(=S)N1CCCCC1c1cccnc1 (centres undefined)	4%	-1%	-4%	-1%	?	·	-16%	-3%
37	Cc1cccc(-n2nc(C(=O)c3ccco3)cc(-c3nc4ccccc4[nH]3)c2=N)c1	-7%	-4%	20%	11%	?	-22%	-5%	-5%
38	CCc1cc2c(N3CCN(c4nnc(CC)s4)CC3)ncnc2s1	-7%	-7%	2%	3%	-14%	-4%	-2%	-2%
39	N#C/C(C(=O)c1ccccc1)=C1/SC=C(N)N1c1ccccc1	-19%	5%	53%[activator]	?	28µM*	?	-2%	1%
40	Cc1nn2c(=O)cc(COC(=O)c3cccc(NC(=O)CCc4ccccc4)c3)nc2s1	·	3%	·	8%	?	·	·	-1%
41	Cc1c(NC(=O)C(=O)N/N=C/c2cccs2)c(=O)n(-c2ccccc2)n1C	?	-5%	-7%	7%	-6%	-6%	-4%	-3%
42	Cc1ccc(N2CCN(c3ccc(NC(=O)CCC(=O)O)cc3)CC2)cc1	2%	-3%	9%	7%	?	-5%	-4%	-2%
43	COc1ccc(S(=O)(=O)Nc2nc3ccccc3nc2NCc2ccc3c(c2)OCO3)cc1	-7%	-10%	-7%	8%	-13%	4%	-14%	-1%
44	CC1=C(Cl)C2=NS(=O)(=O)CCN2C=C1Cl	?	-4%	-1%	-5%	4%	10%	-1%	0%
45	CCOc1cc(/C=N\NC(N)=O)cc(Br)c1OC(C)C	12%	-5%	3%	-3%	0%	5%	0%	0%
46	O=C(O)c1cc([N+](=O)[O-])ccc1N1CCCCC1	6%	-4%	-11%	-2%	-4%	7%	0%	5%
47	COc1ccc(C(=O)/C=C(\C)Nc2ccc(NC(C)=O)cc2)cc1	-17%	7%	-3%	4%	?	1%	-2%	1%
48	O=C(/C=C/c1cccc(Cl)c1)NCCc1ccccc1	-2%	3%	5%	1%	3%	18%	-1%	3%
49	CN(C)CCC(=O)c1cccc(Br)c1	?	0%	25%	-15%	8%	-11%	i	-1%
50	CCC(Sc1nc(-c2ccccc2)cc(=O)[nH]1)C(=O)O (centres undefined)	0%	2%	2%	2%	-4%	-1%	i	-8%

# 3 structures already listed, ordered by length of the SMILES, lowest first:
nr	SMILES	JMJD2E inh	TRb SRC2 PPI	RGS12 GoLoco inh	Tau fibril FP	Tau fibril ThT	L3MBTL1 inh	RECQ1 inh	TexasRed fluor
48	O=C(/C=C/c1cccc(Cl)c1)NCCc1ccccc1	-2%	3%	5%	1%	3%	18%	-1%	3%
47	COc1ccc(C(=O)/C=C(\C)Nc2ccc(NC(C)=O)cc2)cc1	-17%	7%	-3%	4%	?	1%	-2%	1%
42	Cc1ccc(N2CCN(c3ccc(NC(=O)CCC(=O)O)cc3)CC2)cc1	2%	-3%	9%	7%	?	-5%	-4%	-2%

# Additional results
nr	SMILES	JMJD2E inh	TRb SRC2 PPI	RGS12 GoLoco inh	Tau fibril FP	Tau fibril ThT	L3MBTL1 inh	RECQ1 inh	TexasRed fluor
51	CCCOCC(O)CCc1n[nH]c(=S)n1-c1ccccc1 (centres undefined)	1%	-4%	10%	1%	-5%	14%	-7%	1%
52	CCOc1ncccc1C(=O)OCC(=O)N1CC(=O)Nc2ccccc21	9%	1%	-36%	-12%	8%	-1%	-10%	-4%
53	COc1ccccc1NC(=S)N1CCN(c2nc(-c3ccccc3)cs2)CC1	-13%	1%	35%[activator]	1%	?	-5%	?	-1%
54	CC1(C)CC(=O)C(C=N)=C(O)C1	4%	8%	4%	6%	4%	2%	-2%	1%
55	COc1cc2c(cc1OC)C1N(CC2)C(=O)CCC12C(=O)CCCC2=O (centres undefined)	·	5%	0%	-3%	-7%	·	-5%	2%
56	CCOc1ccc2nc(COC(=O)c3ccncc3)c(C(=O)c3ccccc3)[n+]([O-])c2c1	?	1%	43%[activator]	-14%	-16%	10%	i	-7%
57	Cc1ccc(S(=O)(=O)C(CNC(=O)c2ccccc2F)c2cccs2)cc1 (centres undefined)	·	-4%	·	-9%	7%	·	·	-1%
58	O=C(NCc1ccccc1)c1ccc2c(c1)C(=O)N(CC1CCCO1)C2=O (centres undefined)	-1%	0%	171%[activator]	6%	-8%	1%	i	-4%
59	Fc1ccc(N2CCN(c3nnnn3-c3ccccc3)CC2)cc1	8%	-1%	7%	-1%	2%	12%	2%	0%
60	O=C(COC(=O)/C=C/C(=O)OCC(=O)Nc1ccccc1F)Nc1ccccc1F	2%	0%	-1%	-2%	?	8%	i	-1%
61	Cc1ccc(N2C(=O)CC(Sc3cccs3)C2=O)cc1 (centres undefined)	-1%	-1%	-10%	-12%	?	0%	-10%	3%
62	COc1ccc(S(=O)(=O)Cc2ccc(C(=O)N3CCN(c4cc(Cl)ccc4C)CC3)o2)cc1	-8%	1%	0%	8%	?	·	-14%	-4%
